# Assay outcomes deposited in PubChem BioAssay by several laboratories.
# CRFR2-BP ag: CRF-BP/CRF-R2 complex agonism; activation, % at 13.2 µM; HEK293 CRF-R2/CRF-BP, calcium dye fluorescence (FLIPR); percent of saturating CRF peptide response; actives 0.46% (n = 350,000);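 active = activation of at least 50%, plus an integration ratio under a set limit after plate pattern correction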;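 note: plate controls were neutral control wells without compound for no effect and CRF at EC100 for full effect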
# CHRM4 agonist: CHRM4 agonism in calcium assay. P08173. CHO-K1 hM4/Gqi5, Fluo-8 calcium fluorescence; vehicle 0%, full acetylcholine response 100%. activation, % at 3 µM. actives 0.14% (n = 360,000);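 active = activation above the run mean over all test wells plus 3 SD, cut at about 32% in these data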;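 note: peak over basal fluorescence ratio per well then scaled between controls; 0% = DMSO wells and 100% = acetylcholine at EC100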
# Target sequence (P08173 whole entry, looked up): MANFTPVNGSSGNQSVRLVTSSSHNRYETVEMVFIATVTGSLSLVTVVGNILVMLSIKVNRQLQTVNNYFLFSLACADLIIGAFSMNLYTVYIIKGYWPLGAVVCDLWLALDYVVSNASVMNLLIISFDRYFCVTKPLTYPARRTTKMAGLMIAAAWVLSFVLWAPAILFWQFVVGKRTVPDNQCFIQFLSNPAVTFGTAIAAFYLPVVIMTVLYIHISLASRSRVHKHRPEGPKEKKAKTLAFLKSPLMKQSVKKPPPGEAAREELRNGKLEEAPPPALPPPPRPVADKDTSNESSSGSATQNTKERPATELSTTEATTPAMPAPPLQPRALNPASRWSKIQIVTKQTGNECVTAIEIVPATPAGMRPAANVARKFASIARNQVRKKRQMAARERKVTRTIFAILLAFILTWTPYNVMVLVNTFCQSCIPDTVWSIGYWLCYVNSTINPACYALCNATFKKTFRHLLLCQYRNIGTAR
# M5 PAM: positive allosteric modulators of human muscarinic M5 receptor; CHO-K1 hM5, Fluo-8 calcium, ACh EC20 PAM; 0% = ACh EC20, 100% = ACh EC100; activation, % at 3 µM; actives 0.3% (n = 360,000);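 active = activation above the run cutoff, the mean activation of all test compounds plus 3 SD, cut at about 18% in these data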
#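 System – CHO-K1 hM5 cells · Compound – 3 µM, single dose · Incubation – compound preincubation 140 s before EC20 acetylcholine addition · Technique – Fluo-8 calcium fluorescence · Measure – Max/basal fluorescence ratio as % of EC20–EC100 ACh window · Benchmarks – low control EC20 acetylcholine (0%), high control EC100 acetylcholine (100%) · Replication – singlicate, one well per test compound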
# CHRM5 antagonist: blocks acetylcholine activation of human M5 receptor | actives 0.59% (n = 360,000) | inhibition, % at 3 µM | CHO-hM5 cells, Fluo-8 calcium fluorescence, ACh EC80 | AID 624040;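 active = inhibition above a per-plate cutoff, the mean of that plate's test compounds plus 3 SD, cut at about 27% in these data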;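 note: 0% = acetylcholine EC80 with DMSO and 100% = DMSO without agonist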
# IDE cell inh: cellular human IDE inhibition | AID 434962 | actives 0.41% (n = 320,000) | P14735 | inhibition, % at 5.59 µM | HEK cells, FAbetaB cleavage, fluorescence polarization;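 active = percent inhibition above the average of all tested compounds plus 3 SD, set per screening campaign, cut at about 16% in these data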;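 note: IDE supplied by intact live HEK cells; FP after avidin binding of uncleaved biotin substrate so inhibition keeps polarization high; 0% = DMSO wells and 100% = 60 µM reference IDE inhibitor Ii1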
# M5 ag: agonists of human muscarinic M5 receptor (CHRM5); P08912; CHO-K1 hM5 cells, Fluo-8 calcium fluorescence; 0% DMSO wells, 100% maximal acetylcholine response; activation, % at 3 µM; actives 0.19% (n = 360,000);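 active = activation above the run's mean over test compounds plus 3 SD, cut at about 23% in these data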;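 note: signal is peak over basal fluorescence ratio across the kinetic read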
# CRFR2-BP antag: blocks CRF-induced signaling of the CRF-BP/CRF-R2 complex; HEK293 CRF-R2/CRF-BP, CRF-induced calcium fluorescence; AID 588475; inhibition, % at 11.8 µM; actives 0.59% (n = 350,000);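 active = inhibition of the ligand-induced calcium signal above about 50% at the single tested concentration, limit read from the data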
# CHRM4 antagonist: antagonists of human muscarinic M4 receptor (CHRM4) | CHO-hM4 cells, ACh EC80, Fluo-8 calcium fluorescence | inhibition, % at 3 µM | actives 0.73% (n = 360,000) | P08173;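 active = inhibition above its plate's cutoff, the mean inhibition of sample wells plus 3 SD, cut at about 27% in these data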;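 note: 0% = acetylcholine EC80 with DMSO and 100% = DMSO without agonist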
# CHRM4 PAM: CHRM4 positive allosteric modulation | P08173 | CHO-K1 hM4/Gqi5, Fluo-8 calcium fluorescence, ACh EC20; 0% = ACh EC20, 100% = maximal ACh | activation, % at 3 µM | actives 0.4% (n = 360,000) | AID 624126;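 active = activation above its plate's cutoff, the mean activation of sample wells plus 3 SD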; note: some results filed as inactive read as strong as hits
# * = called active by the depositor; / = not tested or not shown.
# Each structure is followed by: CRFR2-BP ag	CHRM4 agonist	M5 PAM	CHRM5 antagonist	IDE cell inh	M5 ag	CRFR2-BP antag	CHRM4 antagonist	CHRM4 PAM
1	Cc1ccc2c(CN(Cc3ccccc3)Cc3ccccc3)cc(=O)oc2c1
→ /	-1	-8	3	/	4	/	6	-3
2	COc1ccc(C(c2sc3ncnn3c2O)N2CCN(c3ccccc3F)CC2)cc1OC (stereo unspecified)
→ -1.0	2	-5	1	-1	3	-15	5	-18
3	CC(=O)Nc1nnc(-c2ccc(Cl)s2)o1
→ 2.0	0	-1	0	5	1	6	4	-1
4	COc1ccc(NC(=O)C/C(C)=N/NC(=O)C(=O)Nc2cccc(Cl)c2C)c(OC)c1
→ -0.8	0	-6	14	4	-7	-11	10	-7
5	Nc1cccc2c1C(=O)N(C(=O)c1cccc(S(=O)(=O)N3CCCCCC3)c1)C2=O
→ 5.2	0	4	-4	-2	2	36	5	6
6	O=c1[nH]c2ccccc2c(=O)n1Cc1ccco1
→ -0.5	1	2	-3	-4	1	-4	0	5
7	COc1cccc(/C=C2\SC(=S)N(CCCC(=O)Nc3ccc(C(=O)O)cc3)C2=O)c1
→ 0.7	0	-1	15	0	-2	-5	9	0
8	O=C(Cn1c(=O)oc2cc(S(=O)(=O)N3CCCC3)ccc21)NC1CCCc2ccccc21 (stereo unspecified)
→ 9.2	4	-1	5	1	5	14	-10	0
9	COc1cc2nc(Cl)nc(N3CCCCC3)c2cc1OC
→ -0.9	0	2	8	6	-1	7	1	2
10	NC(=O)CC(NC(=O)Cc1cccc2ccccc12)c1ccc(NCCCN2CCCC2=O)c([N+](=O)[O-])c1 (stereo unspecified)
→ -0.5	0	4	1	1	-3	0	-6	15
11	O=C(NCc1nnnn1-c1ccc(F)cc1)c1cc2ccccc2o1
→ -1.8	3	-3	9	/	0	7	0	2
12	O=C(CN1C(=O)C2CC=CCC2C1=O)Nc1nc(-c2ccc(F)cc2)cs1 (stereo unspecified)
→ -0.4	21	-27	14	-1	0	-8	-2	-11
13	COc1ccc(CCC(=O)OCC(=O)Nc2ccc(C)c(S(=O)(=O)N(C)C)c2)cc1
→ -4.5	13	9	13	5	-1	12	-5	1
14	CCN(CC)CCCNC(=O)CCn1nc(-c2ccc(Cl)cc2)ccc1=O
→ -1.3	1	0	4	6	-6	23	-1	2
15	Cc1cccc(C)c1N(CC(=O)NCc1ccccc1)C(=O)c1csnn1
→ -1.2	1	-1	8	0	-2	0	-5	-4
16	CCOc1ccc(NC(=O)Nc2c(C)n(C)n(-c3ccccc3)c2=O)cc1
→ -0.7	22	-11	13	-3	2	3	3	-13
17	COC(=O)c1ccccc1NC(=O)C(C)Oc1ccccc1 (stereo unspecified)
→ -0.1	-2	-1	-1	3	-8	-3	5	2
18	CCc1nc(SCc2ccc(C(=O)OC)o2)n[nH]1
→ 4.1	3	1	-2	4	-3	-35	3	5
19	Cc1ccc([N+](=O)[O-])cc1NC(=O)CSc1nncc2ccccc12
→ -0.1	5	2	1	0	1	16	2	1
20	Cc1ccc(N2CC(C(=O)N3CCN(C(=O)c4ccco4)CC3)CC2=O)cc1 (stereo unspecified)
→ 1.4	-1	-3	5	3	-2	-17	2	9
21	O=C(Nc1cccc(C(F)(F)F)c1)c1ccccc1NC(=O)C1CCCCC1
→ 1.0	1	-6	-5	0	-3	-29	-5	0
22	CCOC(=O)C(CC)(CC)C(=O)/C=C/c1ccc(OC)cc1
→ 0.3	1	-4	15	0	1	10	-9	-24
23	CC1CCCCC1NC(=O)Cn1cnc2sccc2c1=O (stereo unspecified)
→ -2.1	0	-2	-1	/	1	34	-15	9
24	O=C(CN1C2CCCC1CC(NC(=O)c1ccco1)C2)Nc1ccccc1 (stereo unspecified)
→ -0.5	1	0	-3	-2	-7	7	-1	5
25	Cc1ccc(S(=O)(=O)c2nc(-c3ccco3)oc2SCC(=O)NCC2CCCO2)cc1 (stereo unspecified)
→ 1.4	1	1	-1	0	-2	14	0	10
26	COC(=O)c1cc(-c2ccc(OC)cc2)n[nH]1
→ 0.3	-2	3	1	3	3	-13	0	5
27	CCCCCCCn1c(C)nnc1-c1cnn(C)c1N
→ 0.4	2	2	8	3	-2	11	-8	11
28	CCc1cccc(C)c1N=Cc1c(O)c2ccccc2oc1=O
→ 0.3	2	-5	5	-1	2	-14	3	-2
29	Cc1sc2ncn(CC(=O)NCC(=O)N(C)Cc3ccccc3)c(=O)c2c1C
→ -2.9	1	4	-3	3	2	-8	-5	8
30	Cc1ccnc(NC(=O)CCC(=O)N(Cc2ccco2)C(C(=O)NC(C)C)c2ccc(F)cc2)c1 (stereo unspecified)
→ 0.8	3	-4	12	4	-2	14	-6	5

# Random excerpt: 3 entries already listed
# Each structure is followed by: CRFR2-BP ag	CHRM4 agonist	M5 PAM	CHRM5 antagonist	IDE cell inh	M5 ag	CRFR2-BP antag	CHRM4 antagonist	CHRM4 PAM
18	CCc1nc(SCc2ccc(C(=O)OC)o2)n[nH]1
→ 4.1	3	1	-2	4	-3	-35	3	5
10	NC(=O)CC(NC(=O)Cc1cccc2ccccc12)c1ccc(NCCCN2CCCC2=O)c([N+](=O)[O-])c1 (stereo unspecified)
→ -0.5	0	4	1	1	-3	0	-6	15
23	CC1CCCCC1NC(=O)Cn1cnc2sccc2c1=O (stereo unspecified)
→ -2.1	0	-2	-1	/	1	34	-15	9

# (more compounds)
# Each structure is followed by: CRFR2-BP ag	CHRM4 agonist	M5 PAM	CHRM5 antagonist	IDE cell inh	M5 ag	CRFR2-BP antag	CHRM4 antagonist	CHRM4 PAM
31	CCOC(=O)c1c(C)n(C)c2ccc(OCC(O)CN3CCN(C)CC3)cc12 (stereo unspecified)
→ -0.1	0	-2	-3	-1	-2	13	-6	2
32	O=C(N/N=C/c1ccccc1OC(F)F)C1=COCCO1
→ -0.3	0	-5	4	-7	-1	5	9	0
33	O=C(COC(=O)C1CCCCC1C(=O)N1CCc2ccccc21)NCc1ccco1 (stereo unspecified)
→ 0.5	0	2	-6	8	-12	2	-1	5
34	Cc1ccc(Nc2nc(N)c([N+](=O)[O-])c(N3CCCC(C)C3)n2)cc1C (stereo unspecified)
→ -0.7	-1	5	-6	4	-1	-59	-5	6
35	Brc1ccc(-c2noc(COc3ccc4ccccc4c3)n2)o1
→ 1.0	0	-4	0	4	-2	6	0	0
36	COc1cccc(NC(=O)CN(C)C(=O)c2ccccc2OCC(=O)Nc2cccc(C(F)(F)F)c2)c1
→ -0.7	22	-11	9	6	3	-15	8	-5
37	C/C(=N\Nc1ccc(Cl)c(C(=O)O)c1)c1cccs1
→ 0.5	0	5	11	12	1	1	-8	12
38	Cn1nnnc1Sc1ncnc2scc(-c3cc4ccccc4o3)c12
→ 4.2	7	0	1	7	-7	-80	-8	-6
39	CC(C)CC1Nc2ccc(C(=O)NCc3ccc4c(c3)OCO4)cc2NC1=O (stereo unspecified)
→ -0.4	4	-2	5	5	1	2	-16	3
40	Cc1cc(C(=O)COC(=O)c2ccncc2)c(C)n1Cc1ccco1
→ -1.1	8	4	6	2	9	8	4	-11
41	COc1cc(C(=O)NNC(=O)C2CCCC2)cc(OC)c1OC
→ -0.1	0	2	6	-1	-1	0	-7	2
42	COc1cc(Cl)ccc1OCc1cc(C(=O)N[C@H]2CCCCNC2=O)no1
→ -0.3	15	-7	2	1	-5	3	0	-8
43	CC(C)[C@H](NC(=O)N1CC(=O)Nc2ccccc21)C(=O)N1CCC[C@@H]1C(=O)O
→ -1.5	1	1	5	0	3	6	-3	1
44	CCN(CC)S(=O)(=O)c1cccc(NC(=O)COC(=O)C2=COCCO2)c1
→ 2.5	4	2	3	-2	4	-8	-6	8
45	Cc1nn(C)c(C(=O)Nc2ccn(Cc3c(F)c(F)cc(F)c3F)n2)c1[N+](=O)[O-]
→ -2.6	2	-4	-1	0	3	13	-5	-6
46	Cc1cccc(NC(=O)/C=C/c2ccc(Cl)cc2)n1
→ -5.5	6	-5	1	3	-1	-13	-10	1

# Arranged by length of the SMILES (low to high): 3 of the compounds above.
# Each structure is followed by: CRFR2-BP ag	CHRM4 agonist	M5 PAM	CHRM5 antagonist	IDE cell inh	M5 ag	CRFR2-BP antag	CHRM4 antagonist	CHRM4 PAM
46	Cc1cccc(NC(=O)/C=C/c2ccc(Cl)cc2)n1
→ -5.5	6	-5	1	3	-1	-13	-10	1
39	CC(C)CC1Nc2ccc(C(=O)NCc3ccc4c(c3)OCO4)cc2NC1=O (stereo unspecified)
→ -0.4	4	-2	5	5	1	2	-16	3
44	CCN(CC)S(=O)(=O)c1cccc(NC(=O)COC(=O)C2=COCCO2)c1
→ 2.5	4	2	3	-2	4	-8	-6	8
